Screens as filed in PubChem.
KCNK9 inh: blocks the human KCNK9 two-pore domain potassium channel; Q9NPC2; HEK293 KCNK9, FluxOR thallium flux fluorescence; active compounds read low; B-score at 10 µM; 310,000 compounds, 1.2% hits;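 active = ratio B-score over 3 SD below the library mean, with starting fluorescence within 5 SD of its mean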;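 note: negative B-score means less thallium flux so channel inhibition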
Target sequence (Q9NPC2 whole entry, looked up, the tested form may be a part): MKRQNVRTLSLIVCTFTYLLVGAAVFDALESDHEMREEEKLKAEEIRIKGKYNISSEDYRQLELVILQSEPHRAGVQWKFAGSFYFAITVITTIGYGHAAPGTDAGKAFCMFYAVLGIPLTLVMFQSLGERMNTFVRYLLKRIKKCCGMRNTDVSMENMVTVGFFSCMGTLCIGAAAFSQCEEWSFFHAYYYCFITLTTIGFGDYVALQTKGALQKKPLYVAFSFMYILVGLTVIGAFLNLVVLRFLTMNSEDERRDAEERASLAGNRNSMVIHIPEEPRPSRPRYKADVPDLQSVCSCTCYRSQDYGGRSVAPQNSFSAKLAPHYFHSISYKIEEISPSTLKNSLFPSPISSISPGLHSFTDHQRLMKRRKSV
ANO1 block: inhibitors of mouse TMEM16A calcium-activated chloride channel; 310,000 compounds, 1.2% hits; AID 588511; normalized B-score (activity score, 25-100; higher = stronger inhibition) at 10 µM; HEK293 TMEM16A/YFP iodide influx fluorescence, ionomycin;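 active = ratio plate-corrected score three or more library SD toward inhibition, starting fluorescence score within five deviations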;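 note: score derived from kinetic fluorescence span divided by baseline fluorescence per well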
KCNQ1 pot: human KCNQ1 channel potentiation or activation | CHO-K1 KCNQ1, thallium flux FluxOR fluorescence; active compounds read high | B-score at 10 µM | 310,000 compounds, 0.35% hits;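 active = fluorescence ratio B-score, a plate-corrected score, at least three library SD, with initial intensity B-score within 5 SD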
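assay system = CHO-K1 cells stably expressing KCNQ1 | medium = assay buffer, equal DMSO in all wells | timing = 37 °C overnight plating, 90-min dark dye load, 20-min compound pretreatment | measured by = kinetic FluxOR thallium fluorescence, 10-s 1-Hz baseline, 110-s post-stimulus read | measure = fluorescence change relative to baseline, converted to B score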
HDAC3 inh: blocks human histone deacetylase 3. recombinant HDAC3, fluorogenic peptide/trypsin coupled, fluorescence. O15379. 320,000 compounds, 0.15% hits. inhibition, % at 8.3 µM; in the data active = inhibition above about 26%, passing the limit was not always enough; inconclusive = no clear call, values can overlap the other calls
Target sequence (O15379 whole entry, looked up): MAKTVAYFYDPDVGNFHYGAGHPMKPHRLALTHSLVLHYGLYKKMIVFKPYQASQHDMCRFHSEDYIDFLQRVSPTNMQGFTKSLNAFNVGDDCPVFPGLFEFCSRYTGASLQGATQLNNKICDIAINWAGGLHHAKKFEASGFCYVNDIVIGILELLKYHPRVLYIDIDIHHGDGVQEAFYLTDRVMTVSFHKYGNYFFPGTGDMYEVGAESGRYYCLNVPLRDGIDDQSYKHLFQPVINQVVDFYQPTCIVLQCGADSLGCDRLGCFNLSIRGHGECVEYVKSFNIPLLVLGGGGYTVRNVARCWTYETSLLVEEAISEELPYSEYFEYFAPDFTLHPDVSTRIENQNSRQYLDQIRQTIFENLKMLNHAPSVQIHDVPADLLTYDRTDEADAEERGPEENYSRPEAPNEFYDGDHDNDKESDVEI
hERG rescue: shields human hERG channel from block by proarrhythmic agents; Q12809; AID 1511; activation (rescue from dofetilide block), less the hit threshold, % at 10 µM; CHO-hERG, FluxOR thallium flux, dofetilide IC70 present; 310,000 compounds, 0.51% hits;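 active = activation above the mean of controls blocked by dofetilide plus 5 SD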;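 note: thallium influx through hERG after potassium depolarization seen as dye fluorescence rise; in these data hits start at about 4.7%; inactives centre near -7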
RGS4 inh: human RGS4 inhibition; B-score at 10 µM; HEK293 M3R/RGS4 inducible, Fluo-4 calcium flux; active compounds read high; triggered by carbachol at its EC20; 310,000 compounds, 0.45% hits; AID 463165; P49798;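 active = B-score, a plate-corrected calcium signal, over three deviations above library mean, with baseline fluorescence within five deviations of library mean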;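 note: RGS4 expression induced by doxycycline in cells with stable M3 receptor; B-score is computed from the integrated fluorescence ratio over baseline after carbachol; higher B-score means a larger calcium signal and so more RGS4 inhibition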
Target sequence (P49798 whole entry, looked up): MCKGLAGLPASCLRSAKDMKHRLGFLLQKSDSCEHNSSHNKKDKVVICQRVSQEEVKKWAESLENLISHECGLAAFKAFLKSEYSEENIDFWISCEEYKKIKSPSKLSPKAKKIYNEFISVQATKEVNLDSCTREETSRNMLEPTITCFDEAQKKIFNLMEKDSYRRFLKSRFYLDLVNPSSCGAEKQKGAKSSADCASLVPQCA
KCNQ1 inh: blocks the human KCNQ1 potassium channel. 310,000 compounds, 1.3% hits. AID 2642. CHO-K1 KCNQ1, FluxOR thallium flux fluorescence; active compounds read high. P51787. B-score at 10 µM;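 active = compounds whose thallium flux B-score, printed positive for inhibition, exceeds three library SD while starting fluorescence stays within three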;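 note: channel opened by potassium depolarization with thallium stimulus after 20 min compound exposure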
SKKanGAS inh: SKKanGAS growth inhibition; S. pyogenes SKKanGAS, kanamycin growth, BacTiter-Glo, 6 h; inhibition, % at 7.5 µM; 300,000 compounds, 1.3% hits;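 active = mean replicate score, as percent of positive control median, at least 50; inconclusive = mean below 50 but one replicate at or above 50; inactive = mean and every replicate below 50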;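 note: strain carries kanamycin resistance gene driven by streptokinase promoter and grows in 40 µg/ml kanamycin; loss of luminescence reflects streptokinase promoter inhibition or plain growth inhibition; 0% = median of DMSO wells and 100% = positive control at its reference dose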
KCNK3 block: human KCNK3 channel inhibition, primary screen. 340,000 compounds, 0.84% hits. O14649. CHO-KCNK3 thallium flux, FluxOR fluorescence; active compounds read low. B-score at 10 µM;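 active = B-score under library mean minus 4 SD, starting fluorescence ratio at most library mean plus 5 SD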;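 note: more negative B-score means stronger inhibition of thallium flux through KCNK3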
RGS4 pot: RGS4 potentiation or activation | 310,000 compounds, 0.92% hits | HEK293 M3R/inducible RGS4, carbachol calcium flux Fluo4; active compounds read low | B-score at 10 µM | AID 463111;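 active = B-score of the integrated calcium signal more than 4 SD below the library mean, with starting fluorescence not abnormally high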;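 note: negative B-score means reduced calcium response which marks RGS4 activation or potentiation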
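Test system: HEK293 cells with stable M3R and inducible RGS4; also added: carbachol at ECmax as muscarinic agonist stimulus; schedule: dye loading 30 min 37 °C, buffer rest 30 min RT; technique: kinetic calcium fluorescence imaging with Fluo4-AM dye, 2 µM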
ANO1 activ: activates or potentiates the mouse TMEM16A chloride channel; B-score at 10 µM; 340,000 compounds, 0.3% hits; HEK293 TMEM16A/YFP-H148Q/I152L, iodide quench fluorescence; active compounds read low; Q8BHY3;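 active = fluorescence-ratio B-score plate-corrected deviation score at least 3 library SD below zero, with starting fluorescence score within 5 deviations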;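 note: channel opened by trigger with iodide after compound preincubation; score built on the fluorescence ratio of max minus min over baseline; more negative score means more quench and so TMEM16A activation or potentiation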
Numbers without * were called inactive; i = inactive; u = inconclusive; x = not tested or not shown.

SMILES	KCNK9 inh	ANO1 block	KCNQ1 pot	HDAC3 inh	hERG rescue	RGS4 inh	KCNQ1 inh	SKKanGAS inh	KCNK3 block	RGS4 pot	ANO1 activ
COc1ccc(N=C2SC(CC(=O)Nc3ccccc3)C(=O)N2Cc2ccco2)cc1 (stereo not given)	i	i	i	u	-2	i	i	7	i	i	i
O=C(O)C1C2C=CC(C2)C1C(=O)Nc1ccccc1Br (stereo not given)	i	i	i	-5	-4	i	i	1	i	i	i
O=C(O)c1c2c(nc3ccccc13)-c1ccccc1CC2	i	i	i	1	-9	i	i	1	i	i	i
O=C(Nc1ccccc1O)c1cccc(S(=O)(=O)Nc2ccccc2O)c1	i	i	i	u	-6	i	i	-7	i	i	i
COC(=O)c1ccc(N2C(=O)CC(SCCN)C2=O)cc1 (stereo not given)	i	i	i	4	-4	i	i	-5	i	i	i
O=C(CN(c1ccc(F)cc1)S(=O)(=O)c1ccccc1)NC1CC2CCC1C2 (stereo not given)	i	i	i	3	-7	i	i	3	i	i	i
Cc1ccc(-n2ncc3c(Nc4cccc(C(=O)O)c4)ncnc32)cc1	i	i	i	-4	-5	i	i	11	i	i	i
O=P(Cc1cc[n+]([O-])cc1)(c1ccccc1)c1ccccc1	i	i	i	-7	-8	i	i	-5	i	i	i
CN1CC=C2C(C#N)=C(N)C(C#N)(C#N)[C@H](c3ccoc3)[C@H]2C1	i	i	i	-13	-13	i	i	5	i	i	i
CC(C)(C)c1cc(C(=O)NN)n(Cc2ccc(Cl)cc2Cl)n1	i	i	i	1	-4	i	i	42	i	i	i
CC(CNC(=O)c1cc(COc2c(F)cccc2F)on1)c1ccccc1 (stereo not given)	i	i	i	19	-11	i	i	-5	i	i	i
COc1ccc(/C(O)=C2/C(=O)C(=O)N(CCCN(C)C)C2c2ccc(C)o2)cc1Cl (stereo not given)	i	x	i	x	-4	i	i	1	x	i	x
S=C(NCC1CCCO1)NC1CC1 (stereo not given)	i	i	i	-1	-11	i	i	3	i	i	i
COc1ccc(CC(=O)Nc2ccc(-c3cn4ccc(C)cc4n3)cc2)cc1	i	i	i	2	-5	i	i	-6	i	i	i
O=C(Nc1ccc2c(c1)OCCO2)C1CCCN1S(=O)(=O)c1cccc2cccnc12 (stereo not given)	i	i	i	0	-4	i	i	-3	i	i	i
NC(=O)CC(NC(=O)Cc1ccc(Br)cc1)c1ccc(N2CCCCCCC2)c([N+](=O)[O-])c1 (stereo not given)	i	i	i	-12	-3	i	i	19	i	i	i
COCCCNS(=O)(=O)c1ccc(SC)cc1	i	i	i	1	-9	i	i	-1	i	i	i
CC(=O)NC1(c2ccccc2)CCN(C(=O)N2CCOCC2)CC1	i	i	i	1	-4	i	i	-3	i	i	i
CCOc1ccc(-c2csc(NC(=O)CSCC(=O)O)n2)c2ccccc12	i	i	i	6	-13	i	i	18	i	i	i
O=[N+]([O-])c1cccc(COc2ncnc3cc([N+](=O)[O-])ccc23)c1	i	i	i	x	-10	i	i	-14	i	i	i
Cc1ccc(N(C)S(=O)(=O)c2cccc(C(=O)Nc3ccc(C)cn3)c2)cc1	i	i	i	4	-18	i	i	3	i	i	i
CCN1C(=S)SC(=O)C1=C1C=C(C)N(Cc2ccco2)C(C)=C1	i	i	i	23	-9	i	i	-4	i	i	i
CN1CCN(C(=O)c2ccccc2[N+](=O)[O-])CC1	i	i	i	-6	-2	i	i	-3	i	i	i
Cc1ccc(SCC(=O)OCC(=O)Nc2ccc3[nH]c(=O)[nH]c3c2)cc1C	i	i	i	5	-11	i	i	1	i	i	i
COc1cc(CCCN2C(N)=NC[C@H]2Cc2ccc(O)cc2)cc(OC)c1OC	i	i	i	3	-7	i	i	-1	i	i	i
COc1ccc(/C=C(/C#N)C(=O)Nc2ccc(O)cc2)cc1C(=O)O	i	i	i	8	-6	i	i	4	i	i	i
CCc1ccccc1N(CC(=O)OC)S(C)(=O)=O	i	i	i	0	-4	i	i	6	i	i	i
CCCCNC(=O)C1CCN(C(=O)Nc2ccc(C)cc2)CC1	i	i	i	1	-4	i	i	-6	i	i	i
Cc1ccc(C(=O)Nc2nc(=O)n(C)s2)cc1	i	i	i	7	2	i	i	-6	i	i	i
O=C(COC(=O)COc1ccccc1)NCc1ccccc1	i	i	i	-7	-14	i	i	-5	i	i	i

Profiles, looked up by structure.
Shown for `COc1ccc(/C=C(/C#N)C(=O)Nc2ccc(O)cc2)cc1C(=O)O` = KCNK9 inh = i; ANO1 block = i; KCNQ1 pot = i; HDAC3 inh = 8; hERG rescue = -6; RGS4 inh = i; KCNQ1 inh = i; SKKanGAS inh = 4; KCNK3 block = i; RGS4 pot = i; ANO1 activ = i
Shown for `COCCCNS(=O)(=O)c1ccc(SC)cc1` = KCNK9 inh = i; ANO1 block = i; KCNQ1 pot = i; HDAC3 inh = 1; hERG rescue = -9; RGS4 inh = i; KCNQ1 inh = i; SKKanGAS inh = -1; KCNK3 block = i; RGS4 pot = i; ANO1 activ = i

More compounds follow.
SMILES	KCNK9 inh	ANO1 block	KCNQ1 pot	HDAC3 inh	hERG rescue	RGS4 inh	KCNQ1 inh	SKKanGAS inh	KCNK3 block	RGS4 pot	ANO1 activ
Cc1cc(C(=O)N(C)CC2CCCN(CCc3ccc(F)cc3)C2)c(C)o1 (stereo not given)	i	i	i	5	-12	i	i	-1	i	i	i
Cc1ccc(-c2nnc(SCC(=O)Nc3ccc4c(c3)oc3ccccc34)n2C)c(Cl)c1	i	i	i	1	-3	i	i	31	i	i	i
COC(=O)c1c(C)oc2ccc(OC(=O)c3cccs3)cc12	i	i	i	16	-11	i	i	20	i	i	i
COc1ccc(-c2nc(CSCC(=O)N3CCN(C4CCCCC4)CC3)c(C)o2)cc1OC	i	i	i	-4	-10	i	i	-1	i	i	i
COc1cccc(N(C(=O)c2csnn2)C(C(=O)NC2CCCC2)c2ccccc2)c1 (stereo not given)	i	i	i	-7	-8	i	i	27	i	i	i
CCC1CCCCN1CCCNC(=O)c1ccc2nc(N3CCC(C)CC3)sc2c1 (stereo not given)	i	i	i	-2	-10	i	i	-7	i	i	i
COc1ccc(-c2cc3ncnc(Cl)c3s2)cc1	i	i	i	-212	-7	i	i	54*	i	i	i
Cc1ccccc1NS(=O)(=O)c1ccc(C)c(C(=O)N2CCOCC2)c1	i	i	i	-4	-14	i	i	52*	i	i	i
CC(C)OCCCNC(=S)NNC(=O)c1ccc(Cl)c(Cl)c1	i	i	i	-2	-6	i	i	-2	i	i	i
COc1cc(/C=C/C(=O)OCC(=O)c2c[nH]c3ccccc23)ccc1OC(F)F	i	i	i	20	-2	i	i	11	i	i	i
OC(COCc1ccc(Cl)cc1)CN1CCN(CC(O)COCc2ccc(Cl)cc2)CC1 (stereo not given)	i	i	i	4	-19	i	i	-7	i	i	i
CC(=O)NC(CC(=O)O)c1ccc([N+](=O)[O-])cc1 (stereo not given)	i	i	i	2	-9	i	i	-3	i	i	i
O=C(CCN1CCN(Cc2ccccc2)CC1)NNC(=O)Cc1ccc(Cl)c(Cl)c1	i	i	i	1	-8	i	i	-3	i	i	i
O=C(CN1CCN(CC(=O)Nc2ccccc2F)CC1)Nc1cccc(F)c1	i	x	i	x	-5	i	i	-9	i	i	i
Cc1scc(C(=O)N/N=C/c2ccc(OCC(C)C)cc2)c1C	i	i	i	u	-6	i	i	8	i	i	i
CC(C)(C)NC(=O)C(c1ccco1)N(C(=O)c1ccc(CN2CCOCC2)o1)c1ccccc1 (stereo not given)	i	i	i	-6	-10	i	i	7	i	i	i
COc1ccc(C(=O)NCC(c2ccco2)N2CCc3ccccc3C2)cc1 (stereo not given)	i	i	i	-3	-10	i	i	0	i	i	i
CCCCCn1c2c(c(=N)c3ccccc31)CCC2	i	i	i	4	-25	i	i	1	i	i	i
CCO[C@@H]1OC(C(=O)N2CCN(Cc3ccccc3)CC2)=C[C@H](c2ccc(C(F)(F)F)cc2)[C@H]1CCCO	i	i	i	14	-7	i	i	-6	i	i	i
COc1c(C)cccc1C(=O)Nc1ccc(CN2CCCCC2)cc1	i	i	i	9	-13	i	i	3	i	i	i
COc1ccc(NC(=O)CC2C(=O)N(c3ccc(Cl)cc3)C(=S)N2CCc2ccccn2)cc1 (stereo not given)	i	i	i	15	-5	i	i	24	i	i	i
COc1ccc(O)c(/C=N/NC(=O)c2cc(=O)[nH]c3ccccc23)c1	i	i	i	12	-14	i	i	3	i	i	i
CCOC(=O)c1c(C)n(C)c2ccc(OC)c(NS(=O)(=O)c3ccc(Cl)s3)c12	i	i	i	1	-6	i	i	2	i	i	i
Clc1nssc1=Nc1ccc(Br)cc1	i	x	i	x	-10	i	i	0	i	i	i
CCn1c2ccccc2c2cc(N=C3SC(CC(=O)Nc4ccccc4)C(=O)N3C)ccc21 (stereo not given)	i	i	i	7	-10	i	i	2	i	i	i
Cc1nn(-c2ccccc2)c(N)c1C(c1ccc(C(C)C)cc1)c1c(C)nn(-c2ccccc2)c1N	i	i	i	x	-7	i	i	17	i	i	i
S=c1[nH]nc(C2CCCCC2)n1/N=C/C(Cl)=C\c1ccccc1	i	i	i	6	-3	i	i	-3	i	i	i
Cc1ccccc1Cn1c(NC2CCCC2)nc2c1c(=O)[nH]c(=O)n2C	i	i	i	-1	-4	i	i	6	i	i	i
CCOc1ccc(N2C(=O)/C(=C\c3ccc(O)c(OC)c3)S(=O)(=O)C2c2cccc([N+](=O)[O-])c2)cc1 (stereo not given)	i	i	i	7	-26	i	i	0	i	i	i
CCOc1ccc(NC(=O)CN(C)C(=O)c2c(C)nn(-c3ccccc3)c2Cl)cc1OCC	i	i	i	-6	-16	i	i	-16	i	i	i
Cc1c(C(Nc2ccccn2)c2ccccc2)c(=O)n(-c2ccccc2)n1C (stereo not given)	i	i	i	-2	-7	i	i	1	i	i	i
CSc1nc(C)cc(Oc2ccc(=O)n(C)n2)n1	i	i	i	-2	-8	i	i	-1	i	i	i
Cn1c2ccccc2c2c(C(=O)O)cn(C3CCCC3)c(=O)c21	i	i	i	-1	-9	i	i	0	i	i	i
